Tau fluor cs: counter-screen for tau fibril formation inhibitors. tau K18 P301L Alexa594 fluorescence, heparin fibrillization. Potency, µM (top dose mostly 57.7 µM), without a hit: top-dose activity change, negative = decrease. 280,000 tested, 0.93% active. AID 1463; also: % is scaled to controls: 0 for no effect and ±100 for the full control effect; nearly all actives have a fitted effect of over 55% in size
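Human tau K18 P301L (15 uM unlabeled, 0.24 uM Alexa 594-labeled) in 100 mM sodium acetate pH 7 with 20 uM heparin, 6 hr at 37 C. ThT 30 uM added, 1 hr ambient; Alexa 594 FP and total fluorescence read at 555/632 nm.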
GAA glycogen mod: alters human alpha-glucosidase cleavage of glycogen; P10253; recombinant GAA, glycogen substrate, Amplex Red glucose oxidase fluorescence; Potency, µM (titrated, usually from 76.4 µM), for inactives: top-dose activity change, negative = inhibition, actives largely listed as inhibitors; 300,000 tested, 0.38% active; AID 2100;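 also: 0% = full enzyme reaction and -100% = no-enzyme basal signal; the screen sought inhibitors and activators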
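Natural-substrate format: glycogen cleavage by 4 nM human enzyme, glucose read by Amplex Red coupling (Ex 573, Em 610 nm). Normalized to enzyme and no-enzyme controls.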
GAA inhib: alpha-glucosidase (human) inhibition; 200,000 tested, 0.005% active; P10253; Potency, µM (highest dose often 76.9 µM), inactives show at the highest dose activity change, negative = inhibition, usual class: inhibitors; purified human GAA, 4-MU-alpha-glucoside fluorescence;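 also: plate controls were uninhibited enzyme wells for no effect and no-enzyme background for full effect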
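Endpoint fluorogenic read: 20 min room-temperature reaction of 4 nM human alpha-glucosidase with 400 uM 4-methylumbelliferyl-alpha-D-pyranoside, pH 5.0, quenched with 1M NaOH/1M glycine pH 10. AC50 from Hill modeling.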
Tau fibril FP: inhibitors of human tau fibril formation; P10636; K18 P301L tau heparin fibrillization, Alexa594 FP, 6 h; Potency, µM (doses to about 57.7 µM), inactives show top-dose activity, negative = inhibition, usual class: inhibitors; 280,000 tested, 0.39% active; also: % is scaled to controls: 0 for no effect and ±100 for the full control effect; nearly all actives have a fitted effect of over 55% in size
Target sequence (P10636 561-689 P618L limits assumed): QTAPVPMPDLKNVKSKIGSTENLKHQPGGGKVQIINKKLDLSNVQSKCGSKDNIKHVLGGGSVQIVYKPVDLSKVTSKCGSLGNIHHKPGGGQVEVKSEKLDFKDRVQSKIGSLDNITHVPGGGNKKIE
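Steps: dispense K18 P301L tau (15 uM plus 0.24 uM Alexa 594 tracer, final) in pH 7 sodium acetate; add compound; add heparin (20 uM final); incubate 6 hr, 37 C; add ThT (30 uM final); after 1 hr ambient, read FP.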
HTT cytoprotect: cytoprotection in Huntington HTT-Q103 PC12 cell model; AID 1471; 230,000 tested, 0.14% active; Potency, µM (top dose mostly 56.4 µM), inactives show cytoprotection (ATP increase), hits mostly activators; PC12 HTT-Q103 induced, cytoprotection, ATP luminescence, 40 h;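 also: % of control where 0% means no effect; nearly all actives have a fitted effect of over 45% in size; toxic huntingtin expression switched on by the ecdysone agonist tebufenozide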
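Quantitative HTS on tebufenozide-induced (100 nM) PC12 cells expressing HTTQ103 exon 1–GFP; compounds tested as a concentration series; survival measured via cellular ATP.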
Tau fibril ThT: blocks human tau fibril formation measured by thioflavin T; Potency, µM (top dose mostly 57.4 µM), for inactives: at the highest dose activity, negative = inhibition, hits mostly inhibitors; P10636; recombinant tau K18 P301L (four-repeat tau fragment), heparin-induced fibrillization, ThT fluorescence; 270,000 tested, 2.1% active; also: % is scaled to controls: 0 for no effect and ±100 for the full control effect; nearly all actives have a fitted effect of over 55% in size
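Recombinant human tau K18 fragment […] carrying P301L, 15 uM unlabeled plus 0.24 uM Alexa 594-labeled, was fibrillized with 20 uM heparin in 100 mM sodium acetate pH 7 for 6 hr at 37 C; 30 uM ThT fluorescence read after 1 hr.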
GAA spleen mod: inhibitors or activators of human alpha-glucosidase in spleen homogenate. P10253. human spleen homogenate, 4-MU-alpha-glucoside fluorescence. Potency, µM (titrated, usually from 79.9 µM), inactives show top-dose activity change, negative = inhibition, usual class: inhibitors. 240,000 tested, 0.006% active;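 also: 0% = enzyme with vehicle and -100% = no enzyme basal signal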
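Enzyme source: human spleen homogenate, 1 ug/well. Buffer 50 mM citric acid/K phosphate pH 5.0, 0.01% Tween-20. 4-MU-alpha-glucoside 1 mM; 37 C x 40 min; NaOH/glycine stop; fluorescence.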
aGal spleen mod: inhibits or activates alpha-galactosidase in human spleen homogenate; P06280; human spleen homogenate, 4MU-alpha-Gal fluorescence, 40 min; Potency, µM (doses to about 80 µM), inactives show at the highest dose activity change, negative = inhibition, actives largely listed as inhibitors; 240,000 tested, 0.008% active; AID 2107;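 also: 0% = enzyme with vehicle and -100% = no enzyme basal signal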
Target sequence (P06280 32-429 limits assumed): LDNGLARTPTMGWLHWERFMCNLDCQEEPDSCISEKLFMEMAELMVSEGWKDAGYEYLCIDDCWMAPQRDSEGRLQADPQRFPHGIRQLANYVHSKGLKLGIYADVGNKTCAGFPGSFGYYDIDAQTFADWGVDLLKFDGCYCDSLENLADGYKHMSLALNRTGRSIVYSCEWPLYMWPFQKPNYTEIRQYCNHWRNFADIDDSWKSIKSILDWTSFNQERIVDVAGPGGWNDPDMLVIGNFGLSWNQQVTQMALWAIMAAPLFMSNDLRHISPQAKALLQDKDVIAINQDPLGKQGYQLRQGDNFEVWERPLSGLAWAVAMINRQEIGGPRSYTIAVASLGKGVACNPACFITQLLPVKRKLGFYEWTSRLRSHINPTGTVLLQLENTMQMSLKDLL
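Spleen homogenate 1 ug + cpd (titration) + 4-MU-alpha-D-galactopyranoside 1 mM; 37C 40 min; 50 mM citrate/phosphate pH 5.0, 0.01% Tween-20; stop pH 10; fluorescence 365/440; AC50 via Hill.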
Numbers without * were called inactive; ? = inconclusive; . = not tested or not shown; [ ] = dose if it differs, or a comment. Calls follow the shape of the dose curve; as a rule, active = well fitted curve in the direction sought with a large enough effect; inconclusive = small, poorly fitted or top-dose-only effect, or another doubt; inactive = no such curve, though single readings can be large; an effect the other way counts as inactive or inconclusive. Potency is read from the fitted curve at half-maximal effect.

Screens in order: Tau fluor cs	GAA glycogen mod	GAA inhib	Tau fibril FP	HTT cytoprotect	Tau fibril ThT	GAA spleen mod	aGal spleen mod
1: COc1ccc(CC(=O)NC(C)c2nnc(SCC(=O)Nc3nc(C)cs3)n2C)cc1 (configuration not stated)
  -3%	-4%	-5%	5%	5%	-10%	-10%	1%
2: C=C1CC[C@@H]2O[C@@]2(C)CC[C@H]2[C@H]1CC2(C)C
  -9%	.	.	-3%	2%[1.9 µM]	-5%	9%	1%
3: O=c1c2ccccc2c(C=Nc2ccc(Cl)cn2)c(O)n1-c1cc(Cl)ccc1N1CCOCC1
  2%	3%	-13%	4%	-15%	5%	-9%	-1%
4: CCC(C)NC(=O)CCCc1nnc2n(CC(C)C)c(=O)c3sccc3n12 (configuration not stated)
  -1%	14%[76.3 µM]	.	-4%	.	1%	.	.
5: CCOc1ccc(CN2CCN(Cc3cccc4c3OCO4)CC2CCO)cc1 (configuration not stated)
  -2%	-4%	-5%	-1%	16%[10 µM]	-1%	5%	11%
6: COc1ccc(CC(NC(C)=O)C(=O)NC2CCN(c3nc(C)cc(C)c3C#N)CC2)cc1OC (configuration not stated)
  -4%	4%	3%	-5%	-17%	-2%	2%	-1%
7: O=C(CSc1nnc(CNC(=O)c2ccco2)o1)Nc1ccccc1
  -1%	-2%	-3%	-3%	-20%	1%	-2%	-6%
8: CC(C)OCC(O)Cn1c(N2CCCC2)nc2c1c(=O)[nH]c(=O)n2C (configuration not stated)
  -9%	6%	-5%	0%	-15%[10 µM]	-12%	-19%	9%
9: CC(C)[C@H](NC(=O)c1ccccc1)C(=O)OCC(=O)N1CCCc2ccccc21
  -12%	3%	-1%	-6%	.	-5%	-5%	4%
10: COC(=O)c1c(NC(=O)COc2ccc(C)cc2Br)sc2c1CCCC2
  -4%	3%[76.3 µM]	.	-4%	.	-6%	.	.
11: CN1CCN(c2ncnc3ccc(-c4ccccc4C#N)cc23)CC1
  0%	.	.	-1%	-28%	5%	-6%	6%
12: COc1cccc(/C=C(/C(=O)OCC(=O)NCC2CCCO2)c2ccccc2)c1 (configuration not stated)
  -4%	1%	-3%	9%	13%	-8%	.	-1%
13: Cc1cccc(NC(=O)CC23CC4CC(C2)CC(n2nnc(C)n2)(C4)C3)c1
  2%	-4%	8%	5%	8%[10 µM]	8%	5%	15%
14: Cc1ccccc1Cn1c(C)c(CNCc2ccccc2)c(C(=O)O)c1C
  0%	3%[76.3 µM]	.	-6%	.	-2%	.	.
15: Cc1ccc(S(=O)(=O)CCc2nnc(NC(=O)c3ccco3)s2)cc1
  6%	1%	13%	1%	8%	10%	-13%	2%
16: O=c1nccc(NCc2ccco2)[nH]1
  -4%	-5%	-3%	-9%	-7%	-3%	-1%	1%
17: Cn1cc(CN(C(=O)Nc2ccccc2)C2CCCCC2)c2ccccc21
  -20%	-3%[76.3 µM]	.	-3%	.	-17%	.	.
18: CC1(C)Cc2c(c(N3CCOCC3)nc3sc(C(=O)Nc4ccc(Cl)cc4)c(N)c23)CO1
  -28%	4%	.	-1%	.	-17%	.	.
19: CC(C)(C#N)NC(=O)c1ccco1
  4%	7%	-3%	4%	-4%	1%	-3%	10%
20: COc1ccc(-n2c(C)cc(C(=O)NC3CCCCC3)c2C)cc1
  -7%	-3%	2%	2%	-6%	-15%	-3%	3%

Full records, quoted from the list. Order of values: Tau fluor cs	GAA glycogen mod	GAA inhib	Tau fibril FP	HTT cytoprotect	Tau fibril ThT	GAA spleen mod	aGal spleen mod
Results for COc1ccc(CC(NC(C)=O)C(=O)NC2CCN(c3nc(C)cc(C)c3C#N)CC2)cc1OC (configuration not stated) = -4%	4%	3%	-5%	-17%	-2%	2%	-1%
Results for CC(C)OCC(O)Cn1c(N2CCCC2)nc2c1c(=O)[nH]c(=O)n2C (configuration not stated) = -9%	6%	-5%	0%	-15%[10 µM]	-12%	-19%	9%
Results for Cc1ccccc1Cn1c(C)c(CNCc2ccccc2)c(C(=O)O)c1C = 0%	3%[76.3 µM]	.	-6%	.	-2%	.	.
Results for CC(C)[C@H](NC(=O)c1ccccc1)C(=O)OCC(=O)N1CCCc2ccccc21 = -12%	3%	-1%	-6%	.	-5%	-5%	4%
Results for COC(=O)c1c(NC(=O)COc2ccc(C)cc2Br)sc2c1CCCC2 = -4%	3%[76.3 µM]	.	-4%	.	-6%	.	.

Later entries
Screens in order: Tau fluor cs	GAA glycogen mod	GAA inhib	Tau fibril FP	HTT cytoprotect	Tau fibril ThT	GAA spleen mod	aGal spleen mod
21: CCn1c(=S)[nH]c2scc(-c3cccs3)c2c1=O
  0%	1%	5%	11%	-10%[10 µM]	-4%	-5%	-8%
22: Cc1cc(=O)oc2cc(OCC(=O)Nc3nnc(CC(C)C)s3)ccc12
  -11%	-3%	-7%	-5%	-9%	-13%	-7%	6%
23: O=C(NN=C1CCCCCC1)c1cccnc1
  7%	-15%	-3%	4%	.	13%	1%	2%
24: O=C1CC(/C=C/c2ccccc2)(C(=O)NC2CCCC2)N1c1ccc(S(=O)(=O)N2CCCC2)cc1 (configuration not stated)
  -6%	10%	2%	3%	-20%[10 µM]	-2%	-4%	-3%
25: O=C(NCc1ccc(Cl)cc1)c1ccc(OCC2CCCO2)cc1 (configuration not stated)
  4%	8%	-3%	1%	32%[10 µM]	3%	-1%	2%
26: O=C(c1ccc(Cl)cc1)N1CCC(c2nc(-c3cccs3)no2)CC1
  -14%	-3%	2%	-5%	27%[10 µM]	-11%	-12%	9%
27: CCOC(=O)N1CCN(C(=O)c2ccc3c(=O)n(-c4ccccc4F)c(=S)[nH]c3c2)CC1
  -7%	2%	?	-4%	-28%	-8%	.	-4%
28: Cc1cc(C)n(-c2ccc(C(=O)OCC(=O)Nc3ccccc3[N+](=O)[O-])cc2)n1
  -21%	10%	-2%	-3%	4%[10 µM]	?	-2%	1%
29: CC(=O)CSc1nnc(Cc2ccc([N+](=O)[O-])cc2)o1
  2%	10%	5%	1%	4%	-4%	-1%	-2%
30: CC(Oc1ccc(Cl)cc1)c1ccnn1S(=O)(=O)c1ccccc1 (configuration not stated)
  -21%	-9%	-3%	-5%	-48%[inhibitor]	-10%	-2%	-2%
31: CCN(CC)S(=O)(=O)c1ccc(C)c(C(=O)Oc2cccc(-c3cnc4ccccc4n3)c2)c1
  -28%	-4%	5%	-15%	.	-5%	0%	2%
32: CCCCCN1CC(O)=C(c2nc3ccccc3[nH]2)C1=N
  0%	-1%	5%	11%	-3%[10 µM]	-6%	1%	7%
33: O=C(NC(=S)Nc1ccc2c(c1)OCO2)c1ccccc1
  -27%	-9%	-1%	0%	-55%[inhibitor]	?	-3%	3%
34: CS(=O)(=O)N(CC(=O)N1CCCC1)c1cc(C(F)(F)F)ccc1Cl
  1%	-3%	9%	-1%	8%[10 µM]	-3%	-6%	-6%
35: CCN1CCN(CC(=O)N2N=C(c3cccs3)CC2c2ccc(C)cc2)C(=O)C1=O (configuration not stated)
  7%	13%	7%	-4%	-5%[10 µM]	-3%	0%	-2%
36: O=C(/C=C/c1ccc(Cl)cc1)Nn1c(-c2cccs2)nc2ccccc2c1=O
  -10%	13%	?	-15%	29%[10 µM]	3%	4%	-1%
37: O=C(Nc1ccc(Br)cc1Cl)c1cnccn1
  -6%	7%	-2%	-1%	-7%	-18%	-12%	-2%
38: COCCn1c(C)cc(C(=O)COC(=O)c2ccc([N+](=O)[O-])o2)c1C
  -6%	-5%	-6%	2%	-33%	-10%	-2%	-8%
39: c1ccc(-c2ccc(-c3[nH]ncc3CN3CCC(N4CCSCC4)CC3)cc2)cc1
  2%	12%	0%	9%	1%[10 µM]	-2%	3%	-2%
40: COc1ccc(O)c(/C=N/NC(=O)CSc2nnc(C)n2-c2ccccc2)c1
  -7%	-10%	-9%	8%	-43%[inhibitor]	-9%	-6%	-3%
41: CCCN1CCN(C(=O)Cn2c(=O)oc3cc(S(=O)(=O)NCc4ccccc4)ccc32)CC1
  -6%	-4%	3%	9%	-6%[10 µM]	0%	4%	3%
42: Cn1c(=O)oc2cc(S(=O)(=O)NC(Cc3ccccc3)C(=O)NCc3ccccc3Cl)ccc21 (configuration not stated)
  6%	14%[76.3 µM]	.	-9%	.	14%	.	.
43: O=C(CSc1nnc(SCc2ccc(Cl)cc2)s1)c1ccc2c(c1)OCO2
  -28%	9%	3%	-2%	.	-10%	0%	-3%
44: O=C(NC1C(=O)NNC1c1ccccc1)c1ccc(F)cc1 (configuration not stated)
  -7%	?	-7%	?	-4%	?	0%	6%
45: COc1ccc(/C=N/N2CCN(C3c4ccccc4-c4ccccc43)CC2)cc1O
  ?	5%	-12%	?	16%[0.074 µM]	-9%	-1%	0%
46: CCCN1C(=O)C(O)(c2c(C)[nH]c3ccccc23)c2ccccc21 (configuration not stated)
  -1%	-1%	.	4%	3%[10 µM]	-8%	2%	-6%
47: CCOc1cc(C2CC(=O)c3c(ccc4ccccc34)N2)ccc1O (configuration not stated)
  -7%	?	-12%	6%	18%	-5%	-3%	-7%
48: Cc1sc(N/N=C/c2cccs2)nc1-c1ccccc1
  ?	?	-13%	13%	-3%[10 µM]	?	-7%	-5%
49: O=C(CSc1ccc2nnc(CCNC(=O)c3ccccc3)n2n1)Nc1ccccc1
  -5%	5%	-4%	-2%	?	2%	-9%	-3%
50: CNc1nc(C)cc(C)c1S(=O)(=O)c1ccc(C)cc1
  -21%	-4%	3%	-14%	-11%	?	-20%	-17%
51: Cc1noc(C)c1CN(C(=S)NC1CC1)c1ccccc1
  -2%	1%	8%	-1%	-22%[10 µM]	-8%	1%	5%
52: Cc1cc(NC(=O)CSc2nc(C3CC3)nc3sc(C)c(C)c23)no1
  -14%	-5%	-7%	-1%	-62%[inhibitor]	-9%	-4%	-5%
53: Cc1cccc(C)c1Nc1nnc(SC(C)C(=O)Nc2c(C)n(C)n(-c3ccccc3)c2=O)s1 (configuration not stated)
  -6%	9%	-4%	-1%	6%[10 µM]	-10%	5%	-6%

Compounds were not picked by outcome; 3.3% or so of the library scored in one or more.
